# PDI turbidity: inhibitors of human PDI, primary screen, biochemical, turbidity, single point, plate reader; 350,000 tested, 0.052% active; PDI insulin aggregation turbidity, A650, 90 min; inhibition, % at 10 µM;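 active = mean inhibition across replicates of 30% or more, whatever share of single replicates reach that level; inconclusive = mean inhibition below 30% while every single replicate reaches 30%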;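 also: absorbance from insulin aggregation driven by PDI reduction with DTT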
# Peg3 promoter: Peg3 promoter-driven luciferase inhibitors, primary screen, cell-based, HeLa, luciferase luminescence | 360,000 tested, 1.7% active | inhibition, % at 20 µM | HeLa PEG-Prom luciferase reporter, overnight;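 active = inhibition of at least 50% at 20 µM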
# NR2E3 ag-1: inhibitors of NR2E3-RetCOR corepressor binding, primary screen, NR2E3 agonist project, biochemical, TR-FRET, GST-NR2E3, biotin-RetCOR; 1536-well; 320,000 tested, 0.12% active; Photoreceptor-specific nuclear receptor (Homo sapiens), Q9Y5X4; AID 2300, 2010; inhibition of corepressor binding, % at 4.78 µM;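 active = percent inhibition above the cutoff of mean plus 3 SD of all tested compounds, set per screening campaign, cut at about 20% in these data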;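 also: 0% = DMSO wells and 100% = biotin wells as full block of FRET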
# Target sequence (Q9Y5X4 whole entry, looked up): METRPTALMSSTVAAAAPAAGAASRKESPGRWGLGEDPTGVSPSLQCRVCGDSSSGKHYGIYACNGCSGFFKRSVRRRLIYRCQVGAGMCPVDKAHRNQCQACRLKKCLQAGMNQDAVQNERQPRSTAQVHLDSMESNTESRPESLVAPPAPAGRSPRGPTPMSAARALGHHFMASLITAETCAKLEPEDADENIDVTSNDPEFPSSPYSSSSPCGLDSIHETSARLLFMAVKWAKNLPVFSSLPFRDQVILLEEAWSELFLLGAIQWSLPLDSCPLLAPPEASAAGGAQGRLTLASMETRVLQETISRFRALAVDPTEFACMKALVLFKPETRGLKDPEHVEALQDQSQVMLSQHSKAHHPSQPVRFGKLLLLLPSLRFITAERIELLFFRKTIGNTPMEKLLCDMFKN
#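 Material: NR2E3–RetCOR corepressor complex | Quantity: 1.35 nM GST-tagged NR2E3 final | Schedule: 5 h at 4 °C | Replication: Singlicate compound wells | Reagent: RetCOR corepressor, biotinylated, 7 nM | Controls: Biotin wells as high control, 0.6% DMSO wells as low control | Signal: TR-FRET, Eu(K)-anti-GST donor, streptavidin-D2 acceptor, ex 340, em 617/671 nm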
# H9c2 protect: cardioprotection against H2O2-induced cell death, primary screen, uHTS, H9c2 cells, ATPLite luminescence; H9c2 cardiomyocytes, H2O2 injury protection, 2 h; protection from H2O2 cell death, % at 20 µM; 360,000 tested, 0.63% active; AID 588492, 2011;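 active = compounds giving at least 50% protection of heart cells from peroxide-induced death in the single-dose screen, raw or plate-pattern-corrected value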;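 also: 0% = DMSO wells with peroxide and 100% = DMSO wells without peroxide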
# HIF-2a inh: HIF-2a reporter inhibitors, primary screen, luminescence, 786-0 RCC cells | 786-0 RCC cells HIF-2a reporter, luciferase luminescence, overnight | inhibition, % at 18.8 µM | AID 624352, 2012 | 360,000 tested, 0.72% active;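 active = inhibition of the luminescence signal of 40% or more relative to plate controls, in a single-dose primary screen at 18.75 µM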
# hiPSC survival: enhancers of single-cell hiPSC survival, primary screen, ATPlite luminescence; 100% = ROCK inhibitor wells, 0% = DMSO; survival enhancement, % at 20 µM; 360,000 tested, 0.044% active; AID 602274, 2012; in the data active = survival enhancement above about 18%;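 also: cells exposed to compounds for 16 hours before the ATP read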
# HTR2A ag: mouse Htr2a agonists via beta-arrestin recruitment, primary screen, cell-based, luminescence; CHO-K1 mHTR2A beta-arrestin complementation; percent of 30 µM serotonin response; 360,000 tested, 0.66% active; 5-hydroxytryptamine receptor 2A (Mus musculus), P35363; activation, % at 7.6 µM; AID 624169, 2012;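 active = activation above a run cutoff, the mean activation of all tested compounds plus 3 SD, cut at about 14% in these data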;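 also: 0% = plate median of compound wells and 100% = 30 µM serotonin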
# Target sequence (P35363 whole entry, looked up): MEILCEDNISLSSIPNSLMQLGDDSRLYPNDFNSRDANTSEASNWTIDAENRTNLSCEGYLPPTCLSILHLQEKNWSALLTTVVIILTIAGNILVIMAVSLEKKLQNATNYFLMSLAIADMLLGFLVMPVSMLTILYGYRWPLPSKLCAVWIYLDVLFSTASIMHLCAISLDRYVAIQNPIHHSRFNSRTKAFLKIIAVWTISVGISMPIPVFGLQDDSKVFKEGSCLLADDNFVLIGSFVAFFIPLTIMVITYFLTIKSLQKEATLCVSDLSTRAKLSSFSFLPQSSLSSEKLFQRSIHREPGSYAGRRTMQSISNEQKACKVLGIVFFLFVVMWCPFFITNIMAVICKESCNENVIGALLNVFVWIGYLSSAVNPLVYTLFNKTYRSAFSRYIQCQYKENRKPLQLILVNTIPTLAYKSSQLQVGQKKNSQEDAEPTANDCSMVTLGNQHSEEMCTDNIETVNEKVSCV
# NR2E3 ag-2: NR2E3 agonists in two-hybrid cells, primary screen, cell-based, luminescence, CHO-S, Gal4-NCOR/VP16-NR2E3; Photoreceptor-specific nuclear receptor (Homo sapiens), Q9Y5X4; luciferase; inhibition of corepressor binding, % at 3.98 µM; 360,000 tested, 0.35% active; AID 602229, 2012;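 active = inhibition above the mean of all tested compounds plus 3 SD, cut at about 70% in these data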;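 also: 0% = DMSO with NR2E3 transfected cells and 100% = cells lacking NR2E3 construct; higher means lower luciferase signal from less NR2E3 corepressor binding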
# Shn3 inh set2: reduction of Shn3 3'UTR firefly luciferase signal, primary screen, Schnurri-3 inhibitor project, cell-based, Clone20 osteoblasts, set 2; Clone20 osteoblast Shn3 3'UTR firefly luciferase, 24 h; inhibition, % at 12.5 µM; 360,000 tested, 0.52% active;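 active = mean inhibition of at least 75% with every replicate also reaching 75%; inconclusive = mean inhibition at least 75% but some replicate below; inactive = mean inhibition below 75%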;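 also: 0% = median of neutral control wells and 100% = pilot-screen positive control compound; some compounds past the cut are filed as inactive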
# MITF TRPM1 inh: inhibitors of MITF-dependent TRPM1 promoter reporter, primary screen, cell-based, SK-MEL-5, single point, luciferase | 330,000 tested, 0.83% active | AID 488899, 2010 | inhibition, % at 12.5 µM | SK-MEL-5 TRPM1 promoter luciferase, 24 h;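 active = mean inhibition across replicates of 60% or more, whatever share of single replicates reaches that level; inconclusive = some that reach 60%, reason not given; inactive = mean inhibition across replicates below 60%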; also: values of inactives mirror those of a sister screen read the other way
# CaV13 FRET inh: Primary screen for inhibitors of IQ motif and Ca2+-dependent inactivation inhibitor domain binding in CACNA1D, Förster resonance energy transfer in living cells, …; HEK cells, CFP/YFP FRET ICDI-IQ, plate reader, 10 min; percent FRET-ratio fall versus neutral wells; inhibition, % at 12.3 µM; 340,000 tested, 0.098% active; AID 743397;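 active = mean replicate inhibition of at least 30% and at least 1% of replicates passing that level; inconclusive = only one of the two criteria is met; inactive = neither criterion is met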;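 also: 0% = median of the neutral control wells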
# * hit, by the source's call; ? = inconclusive; nt = no result given. Compounds as they come (roughly 3.9% active in at least one column).
# The opening 9 entries as a preview:
SMILES	PDI turbidity	Peg3 promoter	NR2E3 ag-1	H9c2 protect	HIF-2a inh	hiPSC survival	HTR2A ag	NR2E3 ag-2	Shn3 inh set2	MITF TRPM1 inh	CaV13 FRET inh
CC(C)(C)c1ccc(-c2noc(CCC(=O)NCc3ccco3)n2)cc1	5	-189	4	-23	85*	-0.3	1	77*	19	83*	-6
CCOCCC(=O)Nc1cc(Cl)ccc1OC	-1	6	0	0	-2	-1.8	-3	13	-1	6	-8
Cc1ccccc1-c1csc(C(C)(O)c2ccccc2)n1 (configuration not stated)	12	-4	nt	-17	-6	0.4	-4	-27	-9	nt	-5
CCOc1ccc(C(C)=O)cc1COc1ccc(C)nc1[N+](=O)[O-]	7	8	2	15	5	-0.4	3	-26	13	13	-2
COCC(=O)N(C)C[C@H]1N[C@@](C)(C(=O)OC)[C@H]2C(=O)N(Cc3ccccc3)C(=O)[C@@H]12	-4	3	nt	4	10	-1.3	-1	-36	1	-3	-5
O=[N+]([O-])c1cc2cccnc2c2ncccc12	0	25	3	7	24	0.2	2	-14	-1	nt	-20
c1ccc(CCc2cccnc2)cc1	1	0	nt	-4	6	4.0	4	-6	-7	-5	-6
O=C(NN1C(=O)C2C3C=CC(C4CC34)C2C1=O)c1ccc(Cl)cc1Cl (configuration not stated)	-13	6	1	-6	-2	2.8	1	10	-17	1	-5
N#Cc1cc2c(nc1SCc1ccc(Cl)cc1)CCCC2	3	-53	2	-8	-120	-1.0	1	-30	-3	6	-10

# The whole of this part, previewed entries included:
SMILES	PDI turbidity	Peg3 promoter	NR2E3 ag-1	H9c2 protect	HIF-2a inh	hiPSC survival	HTR2A ag	NR2E3 ag-2	Shn3 inh set2	MITF TRPM1 inh	CaV13 FRET inh
CC(C)(C)c1ccc(-c2noc(CCC(=O)NCc3ccco3)n2)cc1	5	-189	4	-23	85*	-0.3	1	77*	19	83*	-6
CCOCCC(=O)Nc1cc(Cl)ccc1OC	-1	6	0	0	-2	-1.8	-3	13	-1	6	-8
Cc1ccccc1-c1csc(C(C)(O)c2ccccc2)n1 (configuration not stated)	12	-4	nt	-17	-6	0.4	-4	-27	-9	nt	-5
CCOc1ccc(C(C)=O)cc1COc1ccc(C)nc1[N+](=O)[O-]	7	8	2	15	5	-0.4	3	-26	13	13	-2
COCC(=O)N(C)C[C@H]1N[C@@](C)(C(=O)OC)[C@H]2C(=O)N(Cc3ccccc3)C(=O)[C@@H]12	-4	3	nt	4	10	-1.3	-1	-36	1	-3	-5
O=[N+]([O-])c1cc2cccnc2c2ncccc12	0	25	3	7	24	0.2	2	-14	-1	nt	-20
c1ccc(CCc2cccnc2)cc1	1	0	nt	-4	6	4.0	4	-6	-7	-5	-6
O=C(NN1C(=O)C2C3C=CC(C4CC34)C2C1=O)c1ccc(Cl)cc1Cl (configuration not stated)	-13	6	1	-6	-2	2.8	1	10	-17	1	-5
N#Cc1cc2c(nc1SCc1ccc(Cl)cc1)CCCC2	3	-53	2	-8	-120	-1.0	1	-30	-3	6	-10
c1ccc(-c2nnc(C(c3ccccc3)c3ccccc3)o2)cc1	6	8	-4	-1	-7	-0.5	-3	14	-1	-8	-18
CC(=O)Nc1ccc(SCC(=O)Nc2ccccc2-c2ccccc2)cc1	-3	9	1	-6	6	0.5	-2	18	3	-5	-5
O=[N+]([O-])c1cc2ccccc2nc1-c1ccccc1	9	-56	nt	-4	-103	2.4	-4	-22	24	-3	-5
Cc1c(C(=O)N(C)c2cccc(Cl)c2)cnn1-c1ccccc1	-10	-84	-1	3	-133	-0.2	-1	-58	-2	-6	-6
O=C(CCC(=O)c1cccs1)NC(c1ccccc1)c1ccccc1	0	7	-1	-2	12	-1.2	0	-28	-3	-1	-4
CCN(C[C@H]1N[C@@](C)(C(=O)OC)[C@H]2C(=O)N(C)C(=O)[C@@H]12)C(=O)Nc1ccc(OC)cc1	11	-1	nt	-5	-19	2.0	1	-6	-15	-2	-6
O=C(O)CN1C(=O)/C(=C\c2cc(Br)ccc2OCc2ccc([N+](=O)[O-])cc2)SC1=S	-2	-63	-1	2	-65	-0.5	-1	-37	-5	1	-5
CCOc1ccccc1N1CCN(C(=O)COc2ccc3c(C)cc(=O)oc3c2)CC1	1	-10	2	17	-7	-0.9	1	1	4	9	5
CC(C#N)Sc1ccc(S(=O)(=O)N(C)C2CCCCC2)cn1 (configuration not stated)	1	6	4	2	11	-0.4	-8	-1	-5	16	-3
Cc1csc(NC(=O)C2COc3ccccc3O2)n1 (configuration not stated)	3	-19	0	-12	-31	-0.9	0	-17	-3	-8	-2
CCOC(=O)c1cc(C)sc1NC(=O)CN1CCN(C(=O)C2CCCO2)CC1 (configuration not stated)	-2	22	0	6	12	-0.3	7	-33	14	14	nt
O=C(CC[C@H]1O[C@@H](n2ccc(=O)[nH]c2=O)[C@H](O)[C@@H]1O)NCc1ccccc1	nt	10	nt	-4	15	5.2	5	4	-13	nt	-9
CCN1CCc2nc(NC(=O)CC(c3ccccc3)c3ccccc3)sc2C1	-8	1	0	-3	8	-0.7	-3	-17	3	-11	nt
COc1ccc2c(c1)C(=O)Nc1cc(Cl)ccc1N2	-4	-3	1	3	4	-0.7	-2	-3	5	-6	-23
Cc1ccc2nc(NS(C)(=O)=O)sc2c1	-5	-26	-1	-1	-46	-0.7	5	-54	5	14	-1
CC(C)COC(=O)C1[C@H]2C(=O)N(Cc3cccs3)C[C@]23C=C[C@H]1O3 (some centres not stated)	-3	12	3	4	7	1.2	-4	-8	0	-2	-8
Cc1ccc(CCNC(=O)Cn2cccc2)cc1	1	-25	-1	6	10	-0.8	-3	-34	-6	12	-6
CCOC(=O)N1CCN(C(=O)CSc2ccc(-c3ccc(OC)cc3)nn2)CC1	10	-41	2	-8	-36	0.4	1	-38	-27	-4	-6
CC1=C(C(=O)N(C)C)CC(CC(=O)NCC2CCCCC2)C(=O)N1Cc1ccc(C(C)(C)C)cc1 (configuration not stated)	3	-6	nt	0	-6	4.3	5	28	-8	nt	-3
COc1ccc(NC(=O)CN(C)C(=O)c2csc3c2CCCC3)cc1	0	-5	0	-3	-3	0.3	-10	1	-6	-3	-5
Cc1nnc(SCC(=O)Nc2ccc(N3CCOCC3)cc2)n1Cc1ccccc1	-8	15	2	1	1	0.7	-4	-11	-1	3	-5
Cc1cc2cc(CNC(=S)NCc3ccccc3)ccc2n1C	2	26	0	1	21	-1.5	0	12	13	16	-5
CC(=O)Nc1ccc(NC(=S)NC(=O)C2CCCC2)cc1	4	-62	1	0	-76	-0.5	-2	-30	-26	-20	nt
COCCn1c(SCC(=O)N2CCCCC2)nc2cccnc21	-3	17	0	6	14	-3.2	5	-11	0	10	-2
CCOc1ccc(OCC)c(NC(=O)CCn2c(=O)oc3ccccc32)c1	10	8	0	2	26	0.2	-1	-17	-8	9	nt
CSc1ccc(CN2C(=O)C(C)ON=C2c2ccccc2F)cc1 (configuration not stated)	0	10	nt	-2	6	4.7	4	7	3	nt	?
CCc1ccc(NC(=O)NCCN2CCCCC2)cc1	-5	-1	3	3	-7	-0.3	-5	3	17	4	-1
COC(=O)CC(NS(=O)(=O)c1cccs1)c1ccc2c(c1)OCO2 (configuration not stated)	3	-3	1	-4	4	-0.1	5	-24	-4	12	nt
CCOc1ccc(C2C(C#N)=C(N)Oc3cc(C)[nH]c(=O)c32)cc1OC (configuration not stated)	3	-2	-6	6	8	0.1	-3	-7	7	1	0
CCNC(=O)Nn1c(C)nnc1C	9	6	4	3	5	0.9	3	-15	4	-7	nt
O=C(CC1=NC2(CCCC2)Cc2ccccc21)N1CCOCC1	-1	3	2	2	1	-0.1	0	-25	-11	14	nt
CCCCNC(=O)COn1nnc2ccc(S(=O)(=O)N3CCOCC3)cc21	-6	10	2	4	19	-0.5	1	-13	36	-12	-5
CCCCNC(=O)Nc1nnc(-c2ccc(Cl)cc2)o1	-2	-41	-4	5	-14	0.8	-4	-34	8	0	-6
CCOC(=O)N1CCN(C(=O)C2CCCN(S(=O)(=O)c3ccc(OCC)cc3)C2)CC1 (configuration not stated)	-7	8	1	-9	7	0.4	3	9	24	12	-5
CCc1noc(C)c1C(=O)NCCc1c[nH]c2ccccc12	2	1	0	0	9	0.9	1	4	-24	-3	-13
COc1ccc(/C=C(/NC(=O)c2ccccc2)C(=O)N/N=C/c2sccc2C)cc1	5	5	-4	13	17	-3.0	2	8	5	-8	-17
Oc1ccc(Oc2ccc(Oc3ccc(O)cc3)cc2)cc1	3	-85	2	-11	-154	-0.6	-1	-82	-4	1	-21
COc1ccc(CCNC(=O)/C=C/C(=O)O)cc1OC	3	24	3	3	7	0.1	5	6	-10	-9	-3
COc1ccc(C2CC(c3ccc(OC)c(OC)c3)=NN2S(C)(=O)=O)cc1 (configuration not stated)	12	-286	4	-8	-272	-0.4	0	-171	-33	-78	-4
Cc1cccc(-n2c(SCC(=O)Nc3ncc(Cl)cc3Cl)nc3ccccc32)c1	15	11	-2	-6	12	-0.1	-1	23	28	-10	-3
C[C@@H](C(=O)N1CCNCC1)n1cc(CCC(=O)O)nn1	7	15	5	9	11	1.4	4	0	-12	0	-11

# Compound activity as filed in PubChem BioAssay.
